# HBB splice mod – modulators of hemoglobin beta chain splicing; HBB splicing reporter cell assay, activation; EGFP reporter with mutant IVS2-654 intron; response scale: normalised to 500 nM splice-correcting PNA; Potency, µM (top dose mostly 46.1 µM), for inactives: at the top dose activation, most hits filed as activators; 65,000 compounds, 0.06% hits; also: potency is read from the fitted curve at half-maximal effect; 0% is about no effect
#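 HeLa cells stably expressing EGFP interrupted by mutant beta-globin intron 2 (IVS2-654), 500/well in 2% FCS. Treated with compound for 2 days at 37C. Splicing correction scored as total well GFP intensity (488 nm excitation, 500-520 nm emission); 500 nM antisense PNA served as control.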
# A350 autofl – compound fluoresces in the Alexa 350 spectral region | Compound autofluorescence, 340/450 nm, Alexa 350 dye-equivalents; hits give high values | max dye-equivalent concentration, M | 59,000 compounds, 11% hits; in the data active = max dye-equivalent concentration above about 10 nM; inconclusive = mostly about 1.1 nM to 9.6 nM
# 15-hLO inh – 15-hLO (ALOX15) enzyme inhibition; purified 15hLO-1, xylenol orange hydroperoxide absorbance; Potency, µM (highest dose often 57.1 µM), without a hit: at the top dose activity change, negative = inhibition, most hits filed as inhibitors; 74,000 compounds, 1.4% hits; also: potency is read from the fitted curve at half-maximal effect; % is scaled to controls: 0 for no effect and ±100 for the full control effect; nearly all actives have a fitted effect of over 55% in size
#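 40 nM 15hLO-1 + cpd, 15 min RT; start w/ 50 uM AA (final), 6 min RT; stop/detect w/ 200 uM XO + 300 uM Fe(II) in 50 mM H2SO4, 30 min; A573/A405. Buffer 25 mM Hepes pH 7.5, 0.01% Triton X-100. No-enzyme wells as negative control.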
# BRCT inh green – inhibitors of human BRCA1 BRCT-phosphoprotein interaction (green fluorophore) | Potency, µM (top dose mostly 76.9 µM), inactives show top-dose activity change, negative = inhibition, hits mostly inhibitors | BRCA1 BRCT-phosphopeptide binding, green fluorescence polarization | AID 875 | 75,000 compounds, 0.05% hits;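 also: potency is read from the fitted curve at half-maximal effect; plate controls were peptide without protein for full effect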
# Target sequence (P38398 whole entry, looked up): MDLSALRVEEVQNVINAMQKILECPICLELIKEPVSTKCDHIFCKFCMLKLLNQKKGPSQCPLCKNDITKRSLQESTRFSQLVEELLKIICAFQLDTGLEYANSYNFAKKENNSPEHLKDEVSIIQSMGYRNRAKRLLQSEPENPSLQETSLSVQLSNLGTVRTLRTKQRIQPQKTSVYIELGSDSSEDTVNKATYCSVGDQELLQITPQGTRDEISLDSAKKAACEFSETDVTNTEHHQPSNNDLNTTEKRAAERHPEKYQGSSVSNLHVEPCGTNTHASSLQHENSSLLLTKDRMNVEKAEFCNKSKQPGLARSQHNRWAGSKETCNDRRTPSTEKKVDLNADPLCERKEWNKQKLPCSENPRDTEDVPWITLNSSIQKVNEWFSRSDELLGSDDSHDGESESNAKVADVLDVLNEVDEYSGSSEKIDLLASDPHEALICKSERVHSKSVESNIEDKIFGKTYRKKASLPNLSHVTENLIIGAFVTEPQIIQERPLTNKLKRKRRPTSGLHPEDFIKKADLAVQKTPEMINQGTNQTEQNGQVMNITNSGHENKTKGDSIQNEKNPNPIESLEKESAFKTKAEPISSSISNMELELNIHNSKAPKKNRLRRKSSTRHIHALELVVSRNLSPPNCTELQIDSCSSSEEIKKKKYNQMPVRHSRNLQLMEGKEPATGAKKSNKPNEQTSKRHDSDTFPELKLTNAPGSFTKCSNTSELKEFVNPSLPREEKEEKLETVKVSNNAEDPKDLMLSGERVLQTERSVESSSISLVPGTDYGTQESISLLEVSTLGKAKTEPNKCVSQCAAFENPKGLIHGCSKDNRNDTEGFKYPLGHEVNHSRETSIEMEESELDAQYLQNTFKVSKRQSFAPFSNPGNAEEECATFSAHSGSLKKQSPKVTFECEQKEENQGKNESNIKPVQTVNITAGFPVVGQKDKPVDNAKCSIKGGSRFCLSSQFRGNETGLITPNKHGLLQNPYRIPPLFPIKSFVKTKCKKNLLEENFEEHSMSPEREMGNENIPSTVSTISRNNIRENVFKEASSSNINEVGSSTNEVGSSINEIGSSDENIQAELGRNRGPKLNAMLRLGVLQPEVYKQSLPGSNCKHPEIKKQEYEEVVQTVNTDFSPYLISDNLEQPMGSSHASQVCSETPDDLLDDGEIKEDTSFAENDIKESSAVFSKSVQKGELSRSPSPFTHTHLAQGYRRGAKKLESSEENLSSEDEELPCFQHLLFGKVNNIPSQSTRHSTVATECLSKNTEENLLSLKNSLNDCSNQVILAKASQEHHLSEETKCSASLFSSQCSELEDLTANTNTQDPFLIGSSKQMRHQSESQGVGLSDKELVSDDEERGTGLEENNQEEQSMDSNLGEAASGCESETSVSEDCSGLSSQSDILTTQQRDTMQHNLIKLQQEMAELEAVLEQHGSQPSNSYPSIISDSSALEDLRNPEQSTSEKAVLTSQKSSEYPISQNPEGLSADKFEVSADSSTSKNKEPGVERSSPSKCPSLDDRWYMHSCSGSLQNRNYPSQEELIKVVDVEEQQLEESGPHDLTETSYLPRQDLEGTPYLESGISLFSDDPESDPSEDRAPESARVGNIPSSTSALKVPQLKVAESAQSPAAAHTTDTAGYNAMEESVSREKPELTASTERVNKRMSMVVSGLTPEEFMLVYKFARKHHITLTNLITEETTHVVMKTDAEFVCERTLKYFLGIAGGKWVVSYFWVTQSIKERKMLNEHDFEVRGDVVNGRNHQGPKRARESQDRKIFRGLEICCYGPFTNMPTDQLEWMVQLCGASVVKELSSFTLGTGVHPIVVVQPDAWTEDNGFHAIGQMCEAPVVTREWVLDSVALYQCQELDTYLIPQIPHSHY
#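 Compounds were incubated for 12 min at room temperature with a complex of 100 nM fluorescein-tagged pBACH1 decapeptide and 250 nM His-tagged BRCT protein. Buffer was phosphate pH 7.3 with EDTA, DTT and Tween 20. Disruption of binding lowers the polarization signal.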
# DNA Pol III inh – DNA polymerase III holoenzyme inhibition | reconstituted DNA polymerase III holoenzyme replication, biochemical | Potency, µM (doses to about 57.1 µM), without a hit: at the highest dose activity change, negative = inhibition | 71,000 compounds, 0.25% hits | AID 603; also: potency is read from the fitted curve at half-maximal effect; % is scaled to controls: 0 for no effect and ±100 for the full control effect
#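 Reconstituted *E. coli* holoenzyme (0.35 nM Pol III, 1 nM beta, 154 nM SSB, 2 nM primase) was preincubated with compound for 15 min at RT. Synthesis on 1.4 nM ssM13Gori ran 35 min, then was stopped with PicoGreen/EDTA and read as dsDNA fluorescence.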
# CRE-bla Fsk – modulators of forskolin-stimulated CRE signaling in CHO cells; CHO CRE-bla reporter (cAMP response element driving beta-lactamase), forskolin EC10, beta-lactamase ratio; Potency, µM (titrated, usually from 38.2 µM), inactives show top-dose activity change, negative = inhibition, usual class: activators; 71,000 compounds, 2.5% hits; AID 662; active = well fitted activation curve with a large enough effect in the signal ratio, with a control signal flat, not every such curve was filed as active; inconclusive = small, poorly fitted or top-dose-only effect, or effect the other way, or a change in a side signal; the % refers to the signal ratio; also: potency is read from the fitted curve at half-maximal effect; % of control where 0% means no effect
#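 The 460nm/530nm emission ratio after CCF4 loading defined %Activity, from which AC50 values were obtained. CRE-bla CHO cells received compound dilution series together with an EC10 level of NKH 477 for 3 hours at 37 degrees Celsius.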
# Hsp90 Hop PPI – changes Hsp90-Hop TPR2A binding signal, up or down; AlphaScreen TPR2A-His6 binding biotin-Hsp90 C-terminal peptide; Potency, µM (top dose mostly 57 µM), for the others: at the highest dose activity change, negative = inhibition; 71,000 compounds, 0.44% hits; active = well fitted curve in either direction with a large enough effect; inconclusive = small, poorly fitted or top-dose-only effect, or another doubt; also: potency is read from the fitted curve at half-maximal effect; % is scaled to controls: 0 for no effect and ±100 for the full control effect; many of its hits are not listed in these tables
# Ub-GFP proteasome – inhibits proteasome, raising ubiquitin-GFP reporter fluorescence; Potency, µM (doses to about 45.9 µM), inactives show at the highest dose activation (GFP accumulation), actives largely listed as activators; AID 526; 67,000 tested, under 10 active; Ubiquitin-GFP reporter cells, proteasome inhibition, GFP fluorescence; response scale: untreated = 0%, 10 µM MG-132 = 100%; active = well fitted activation curve with a large enough effect, not every such curve was filed as active; inconclusive = small, poorly fitted or top-dose-only effect, or another doubt; inactive = no such curve, though single readings can be large or run the other way; also: potency is read from the fitted curve at half-maximal effect
#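 U2OS cells stably expressing ubiquitin(G76V)-GFP, seeded overnight in 0.5% FBS medium, were exposed to compounds (qHTS, 46 uM to 2.9 nM) for 4 hr at 37 °C. GFP-positive cells were counted by laser cytometry (488 ex/515 em), normalized between basal and 10 uM MG-132.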
# BRCT PPI red – inhibitors of human BRCA1 BRCT-phosphoprotein interaction (red fluorophore). P38398. AID 892. Potency, µM (series often up to 76.9 µM), without a hit: at the top dose activity change, negative = inhibition, hits mostly inhibitors. 75,000 compounds, 0.03% hits. BRCT-phosphopeptide binding, red fluorescence polarization; also: % is scaled to controls: 0 for no effect and ±100 for the full control effect
#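 Fluorescence polarization: 100 nM His-tagged BRCA1 BRCT with 100 nM TAMRA-labelled phospho-BACH1 decapeptide, phosphate buffer pH 7.3 with 150 mM NaCl, DTT, 0.01% Tween 20; 12 min RT. Binding inhibition seen as FP decrease.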
# 4-MU autofl – 4-MU region autofluorescence | compound autofluorescence, 340/450 nm, 4-MU equivalents; hits give high values | max dye-equivalent concentration, M | 59,000 compounds, 11% hits; in the data active = max dye-equivalent concentration above about 10 nM; inconclusive = mostly about 1.1 nM to 9.6 nM
#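 Intrinsic fluorescence at 340/450 nm (ex/em) was read after 15 min at room temperature in pH 8.0, 100 mM Tris. Each compound concentration expressed as 4-MU-equivalent concentration from a six-point 4-MU standard series on each plate.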
# Epigenetic mod – derepresses silenced GFP locus in mouse C127i cells; Potency, µM (series often up to 46.1 µM), without a hit: at the highest dose GFP derepression (activation); 68,000 compounds, 0.09% hits; mouse C127i GFP locus derepression, cytometry, 30 h; also: % of control where 0% means no effect
#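 Locus derepression in mouse mammary C127i cells whose integrated CMV-GFP reporter is normally silent; GFP expression after 30 h compound treatment was quantified by counting fluorescent cells.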
# Starred values were filed as active, the others as inactive; i = inactive; u = inconclusive; x = not tested or not shown; [ ] = another dose, or the depositor's remark. Unless noted, calls follow the shape of the dose curve; as a rule, active = well fitted curve in the direction sought with a large enough effect; inconclusive = small, poorly fitted or top-dose-only effect, or another doubt; inactive = no such curve, though single readings can be large; an effect the other way counts as inactive or inconclusive. Compounds as they come. About 12% of those tested had a hit in this group.
# Abbreviations: A = HBB splice mod; B = A350 autofl; C = 15-hLO inh; D = BRCT inh green; E = DNA Pol III inh; F = CRE-bla Fsk; G = Hsp90 Hop PPI; H = Ub-GFP proteasome; I = BRCT PPI red; J = 4-MU autofl; K = Epigenetic mod
1: CCOC(=O)c1[nH]c2ccc(OC)cc2c1N=CN(C)C
  A: -0.1% | B: 7.3e-08M* | C: 4% | D: -3.1% | E: 2% | F: 15% | G: -1% | H: -3% | I: 0.1% | J: 7e-08M* | K: 2%

2: Cc1csc(NC(=O)CSc2nnc(-c3cccs3)n2C)n1
  A: x | B: i | C: 1% | D: -0.6% | E: -1% | F: -1% | G: -4% | H: 0% | I: -0.1% | J: i | K: 0%

3: CCn1c(C(O)c2ccc3c(c2)OCO3)nc2ccccc21 (configuration not stated)
  A: 0.4% | B: i | C: 16% | D: 0.2% | E: -4% | F: 0% | G: -9% | H: 1% | I: 0.2% | J: i | K: 14%

4: O=C(NCCN1CCOCC1)c1ccc(Cl)c(S(=O)(=O)N2CCCCCC2)c1
  A: -0.2%[57.5 µM] | B: i | C: -19% | D: -1.4% | E: -2% | F: 5% | G: -1% | H: -1% | I: -1.9% | J: i | K: 0%

5: Clc1ccccc1-c1ccc(/C=N/n2cnnc2)o1
  A: -1.5% | B: x | C: -5% | D: -4.8% | E: 3% | F: 12% | G: -2% | H: -3% | I: -1.7% | J: x | K: 0%

6: CCSc1nc2c(c(=O)[nH]c(=O)n2C)n1CC(O)COc1ccccc1C (configuration not stated)
  A: x | B: i | C: -20% | D: -1.0% | E: -7% | F: u | G: 1% | H: 0% | I: 1.1% | J: i | K: 0%

7: O=C(CCS(=O)(=O)Cc1ccccc1)Nc1nc2c(s1)CCCC2
  A: -2.5% | B: i | C: -3% | D: -2.4% | E: -8% | F: u | G: 0% | H: 5% | I: 0.8% | J: i | K: 0%

8: CCOC(=O)c1ccccc1NC(=O)c1c(O)c2ccccc2n(CC)c1=O
  A: -8.2% | B: 1.7e-07M* | C: -18% | D: -0.9% | E: 1% | F: u | G: -1% | H: 1% | I: 0.5% | J: 9.5e-08M* | K: -2%

9: CCOC(=O)C1CCN(C(=O)CN(c2cccc(C(F)(F)F)c2)S(C)(=O)=O)CC1
  A: x | B: i | C: -1% | D: -1.7% | E: -5% | F: 1% | G: 4% | H: 7% | I: -4.0% | J: i | K: 0%

10: CC(c1ccccc1)N1CC(C(=O)N2CCN(c3ccccc3)CC2)CC1=O (configuration not stated)
  A: -1.6% | B: x | C: -26% | D: -3.1% | E: -3% | F: -10% | G: -5% | H: 3% | I: -2.1% | J: x | K: -3%

11: O=C1CCC(=O)N1OCCCOc1ccc2c(c1)CCC2
  A: -1.6% | B: i | C: 8% | D: -3.7% | E: -1% | F: -3% | G: -4% | H: -1% | I: 0.8% | J: i | K: 4%

12: O=c1c2ccccc2ncn1C1CCCCC1
  A: -1.4% | B: i | C: 4% | D: -0.2% | E: -6% | F: 13% | G: -2% | H: 4% | I: 0.8% | J: i | K: -3%

13: O=C(c1ccco1)N(Cc1cccs1)C1CCS(=O)(=O)C1 (configuration not stated)
  A: 0.5% | B: i | C: 7% | D: -2.2% | E: -3% | F: 8% | G: -5% | H: 3% | I: 0.2% | J: i | K: -1%

14: CC(=O)c1sc(NC(=O)C2(F)C(F)(F)C(F)(F)C(F)(F)C(F)(F)C2(F)F)nc1C
  A: 0.0%[57.5 µM] | B: u | C: -16% | D: -1.7% | E: 2% | F: -15% | G: -3% | H: 3% | I: -0.1% | J: i | K: -2%

15: Cc1cc(NC(=O)c2ccc(Cn3nc(C)c(Br)c3C)o2)no1
  A: 0.1% | B: i | C: -3% | D: -2.0% | E: -3% | F: 2% | G: -1% | H: 6% | I: -1.2% | J: i | K: -5%

16: COc1ccccc1CCn1c(=O)c(-c2ccccc2)nc2cncnc21
  A: 0.4% | B: i | C: -12% | D: 0.1% | E: -13% | F: u | G: 1% | H: -4% | I: -0.2% | J: i | K: -3%[9.22 µM]

17: Cc1cccc(C)c1OCC(=O)Nc1ncn[nH]1
  A: 1.8% | B: 2.6e-08M* | C: 80%[activator] | D: -3.6% | E: -3% | F: 10% | G: -6% | H: -2% | I: 0.4% | J: 2.1e-08M* | K: -3%

18: Cc1nc(NC(=O)COC(=O)C(NC(=O)c2ccco2)C(C)C)c(Cl)cc1Cl (configuration not stated)
  A: 0.2% | B: u | C: -3% | D: -1.5% | E: -4% | F: 5% | G: 1% | H: -13% | I: 0.0% | J: u | K: 1%

19: c1ccc(Cc2ccc(OCCn3cncn3)cc2)cc1
  A: 1.9% | B: i | C: 28% | D: 0.7% | E: 6% | F: u | G: -5% | H: 0% | I: -0.8% | J: i | K: -3%

20: CC1(c2ccncc2)Nc2ccccc2-c2nc3ccccc3n21 (configuration not stated)
  A: -0.9% | B: 1e-07M* | C: -13% | D: 4.2% | E: -1% | F: -20% | G: 5% | H: 3% | I: 0.6% | J: 9.7e-08M* | K: 0%

21: COc1ccc(-c2cc(C(F)(F)F)nc(SCC(N)=O)n2)cc1
  A: 0.1%[57.5 µM] | B: 6.8e-08M* | C: -7% | D: -2.1% | E: -8% | F: u | G: 0% | H: 4% | I: -0.8% | J: 7.2e-08M* | K: 0%

22: CC(C)OC(=O)Cn1c(=O)oc2ccccc21
  A: 1.2%[57.5 µM] | B: i | C: 5% | D: -3.8% | E: -1% | F: -4% | G: 2% | H: -4% | I: 1.0% | J: i | K: 0%

# 10 entries from above, bar-delimited:
No. | mol | HBB splice mod | A350 autofl | 15-hLO inh | BRCT inh green | DNA Pol III inh | CRE-bla Fsk | Hsp90 Hop PPI | Ub-GFP proteasome | BRCT PPI red | 4-MU autofl | Epigenetic mod
1 | CCOC(=O)c1[nH]c2ccc(OC)cc2c1N=CN(C)C | -0.1% | 7.3e-08M* | 4% | -3.1% | 2% | 15% | -1% | -3% | 0.1% | 7e-08M* | 2%
2 | Cc1csc(NC(=O)CSc2nnc(-c3cccs3)n2C)n1 | x | i | 1% | -0.6% | -1% | -1% | -4% | 0% | -0.1% | i | 0%
3 | CCn1c(C(O)c2ccc3c(c2)OCO3)nc2ccccc21 (configuration not stated) | 0.4% | i | 16% | 0.2% | -4% | 0% | -9% | 1% | 0.2% | i | 14%
4 | O=C(NCCN1CCOCC1)c1ccc(Cl)c(S(=O)(=O)N2CCCCCC2)c1 | -0.2%[57.5 µM] | i | -19% | -1.4% | -2% | 5% | -1% | -1% | -1.9% | i | 0%
5 | Clc1ccccc1-c1ccc(/C=N/n2cnnc2)o1 | -1.5% | x | -5% | -4.8% | 3% | 12% | -2% | -3% | -1.7% | x | 0%
6 | CCSc1nc2c(c(=O)[nH]c(=O)n2C)n1CC(O)COc1ccccc1C (configuration not stated) | x | i | -20% | -1.0% | -7% | u | 1% | 0% | 1.1% | i | 0%
7 | O=C(CCS(=O)(=O)Cc1ccccc1)Nc1nc2c(s1)CCCC2 | -2.5% | i | -3% | -2.4% | -8% | u | 0% | 5% | 0.8% | i | 0%
8 | CCOC(=O)c1ccccc1NC(=O)c1c(O)c2ccccc2n(CC)c1=O | -8.2% | 1.7e-07M* | -18% | -0.9% | 1% | u | -1% | 1% | 0.5% | 9.5e-08M* | -2%
9 | CCOC(=O)C1CCN(C(=O)CN(c2cccc(C(F)(F)F)c2)S(C)(=O)=O)CC1 | x | i | -1% | -1.7% | -5% | 1% | 4% | 7% | -4.0% | i | 0%
10 | CC(c1ccccc1)N1CC(C(=O)N2CCN(c3ccccc3)CC2)CC1=O (configuration not stated) | -1.6% | x | -26% | -3.1% | -3% | -10% | -5% | 3% | -2.1% | x | -3%

# Screens as filed in PubChem.
